Source: PubChem BioAssay
TRPC4 act: activators of mouse TRPC4 channel | Q9QUQ5 | HEK293 TRPC4beta/mu-opioid, Fluo4 calcium fluorescence; stronger effect = higher value | B-score at 10 µM | 310,000 tested, 0.49% active | AID 2237;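 active = B-score above 5 SD of library B-scores, and initial fluorescence ratio not above library mean plus 5 SD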;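 also: positive B-score marks a calcium rise read as TRPC4 activation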
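Test system: HEK293 cells stably co-expressing mouse TRPC4beta and mu-opioid receptor | Schedule: Fluo4 dye loading 45 min at room temperature, 110 s recording | Measured by: Kinetic Fluo4 calcium fluorescence, 5 s baseline at 1 Hz | Evaluation: B score of integrated ratio | Controls: Buffer (low) and maximal DAMGO (high)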
TRPC6 inhibitor: inhibitors of mouse TRPC6 channel; 310,000 tested, 1.1% active; B-score at 10 µM; HEK293-TRPC6, membrane potential dye, ACh-evoked depolarization; stronger effect = lower value;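 active = B-score under library mean minus 3 SD, initial fluorescence not abnormally high, positive integrated signal ratio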;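 also: B-score derived from integrated fluorescence ratio over the kinetic read; more negative B-score means stronger inhibition of depolarization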
TRPC4 inh: TRPC4 (mouse) channel inhibition. Q9QUQ5. HEK293 TRPC4beta/mu-opioid, DAMGO-evoked Fluo4 calcium flux; stronger effect = lower value. B-score at 10 µM. 300,000 tested, 0.39% active. AID 2247;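 active = B-score over 3 SD under the library average, no early fluorescence shift, positive overall ratio signal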
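Signal: kinetic Fluo4 fluorescence imaging of calcium influx. Material: stable TRPC4beta/mu-opioid receptor HEK293 cells. Probe or stimulus: DAMGO in two steps, submaximal then maximal.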
MrgX1 PAM: human MrgX1 positive allosteric modulation, primary screen. MrgX1-HEK293, Fluo-4 calcium flux, FDSS; stronger effect = higher value. 310,000 tested, 0.63% active. Q96LB2. B-score at 10 µM;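 active = plate-corrected calcium response at least 3 library SD above typical, normal starting fluorescence, not activating the receptor alone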;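 also: compound read alongside a low EC10 to EC30 dose of BAM8-22 agonist; peak minus trough fluorescence over baseline measured at the second addition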
Target sequence (Q96LB2 whole entry, looked up): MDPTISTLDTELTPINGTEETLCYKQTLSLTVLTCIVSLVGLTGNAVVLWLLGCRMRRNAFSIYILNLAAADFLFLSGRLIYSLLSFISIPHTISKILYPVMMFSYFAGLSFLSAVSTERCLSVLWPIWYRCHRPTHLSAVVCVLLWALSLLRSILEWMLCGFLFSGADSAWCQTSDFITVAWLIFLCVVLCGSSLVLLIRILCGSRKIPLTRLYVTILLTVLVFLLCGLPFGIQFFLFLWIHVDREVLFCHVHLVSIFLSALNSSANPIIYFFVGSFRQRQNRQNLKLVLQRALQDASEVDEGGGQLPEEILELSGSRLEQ
TRPC4 potent: TRPC4 (mouse) allosteric potentiation | Q9QUQ5 | HEK293 TRPC4beta/mu-opioid, DAMGO EC20, Fluo-4 Ca2+ flux; stronger effect = higher value | B-score at 10 µM | 310,000 tested, 0.42% active;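 active = B-score of calcium response area above 5 SD of library B-scores, with initial fluorescence ratio within 5 SD of library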;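 also: B-score of integrated fluorescence ratio over time as area under calcium response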
RGS4 block: human RGS4 inhibition | HEK293 M3R/RGS4 inducible, Fluo-4 calcium flux; stronger effect = higher value; triggered by carbachol at its EC20 | 310,000 tested, 0.45% active | B-score at 10 µM;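 active = B-score, a plate-corrected calcium signal, over three deviations above library mean, with baseline fluorescence within five deviations of library mean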;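 also: RGS4 expression induced by doxycycline in cells with stable M3 receptor; B-score is computed from the integrated fluorescence ratio over baseline after carbachol; higher B-score means a larger calcium signal and so more RGS4 inhibition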
Target sequence (P49798 whole entry, looked up): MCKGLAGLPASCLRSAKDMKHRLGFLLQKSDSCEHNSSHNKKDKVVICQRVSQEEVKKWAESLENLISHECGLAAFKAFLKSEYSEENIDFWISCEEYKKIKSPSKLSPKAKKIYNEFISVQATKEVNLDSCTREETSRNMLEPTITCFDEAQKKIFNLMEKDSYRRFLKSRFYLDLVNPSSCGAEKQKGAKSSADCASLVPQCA
TRPC6 act: activates the mouse TRPC6 cation channel; Q61143; B-score at 10 µM; HEK293-TRPC6 membrane potential dye fluorescence; stronger effect = higher value; 310,000 tested, 0.13% active;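 active = B-score of the integrated fluorescence ratio above library mean plus 3 SD, and starting fluorescence ratio within library mean plus 5 SD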;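 also: higher score means more depolarization so channel activation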
TMEM16A act: mouse TMEM16A channel activation, primary screen | Q8BHY3 | HEK293 TMEM16A/YFP-H148Q/I152L, iodide quench fluorescence; stronger effect = lower value | B-score at 10 µM | 340,000 tested, 0.3% active | AID 623877;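 active = fluorescence-ratio B-score plate-corrected deviation score at least 3 library SD below zero, with starting fluorescence score within 5 deviations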;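 also: channel opened by trigger with iodide after compound preincubation; score built on the fluorescence ratio of max minus min over baseline; more negative score means more quench and so TMEM16A activation or potentiation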
MrgX1 agonist: human MrgX1 receptor agonism, primary screen | 310,000 tested, 0.44% active | AID 588627 | MrgX1-HEK293 cells, Fluo-4 calcium fluorescence, agonist mode; stronger effect = higher value | Q96LB2 | B-score at 10 µM;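 active = calcium response B-score plate-corrected fluorescence ratio at least 3 library SD, with starting fluorescence B-score inside 5 SD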
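times = overnight plating, then 30 min 37 °C plus 30 min room-temperature dye loading | assay system = stable human MrgX1 HEK293 cell line | input = fifteen thousand cells per well | signal = kinetic calcium dye fluorescence, Fluo-4 NW | dosing = compound delivered in addition one of three | read-out = B-scored fluorescence response ratio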
MrgX1 antagonist: antagonists of human MrgX1 receptor; MRGX1-HEK293 calcium flux, Fluo-4, BAM8-22 antagonism; stronger effect = lower value; B-score at 10 µM; 310,000 tested, 1.3% active; AID 588676;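 active = calcium-response B-score plate-corrected more than 3 library SD below zero, starting fluorescence within 5 deviations, no agonist response on first addition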;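 also: peak minus trough fluorescence over baseline after final BAM8-22 challenge near maximal dose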
TMEM16A inh: blocks the mouse calcium-activated chloride channel TMEM16A. AID 588511. 310,000 tested, 1.2% active. normalized B-score (activity score, 25-100; higher = stronger inhibition) at 10 µM. Q8BHY3. HEK293 TMEM16A/YFP iodide influx fluorescence, ionomycin;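 active = ratio plate-corrected score three or more library SD toward inhibition, starting fluorescence score within five deviations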;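 also: score derived from kinetic fluorescence span divided by baseline fluorescence per well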
Numbers without * were called inactive; i = inactive; / = not tested or not shown.

SMILES	TRPC4 act	TRPC6 inhibitor	TRPC4 inh	MrgX1 PAM	TRPC4 potent	RGS4 block	TRPC6 act	TMEM16A act	MrgX1 agonist	MrgX1 antagonist	TMEM16A inh
O=C(CN1C(=O)c2cccc([N+](=O)[O-])c2C1=O)OCC(=O)N1CCCCC1	i	i	i	i	i	i	i	i	i	i	i
CCOC(=O)C1(CCCc2ccccc2)CCN(C2CCSCC2)CC1	i	i	i	/	i	i	i	i	/	/	/
COc1cc(OC)cc(-c2nc3nc(C)c(CCC(=O)NCC(OC)OC)c(C)n3n2)c1	i	i	i	i	i	i	i	i	i	i	i
CCSc1nc(N)c(C#N)c(-c2ccco2)c1C#N	i	i	i	i	i	6.5*	i	i	i	i	i
Nc1nnc(SCC(=O)NN2C(=O)NC3(CCCCC3)C2=O)s1	i	i	i	i	i	i	i	i	i	i	i
Cc1ccc(NC(=O)c2cc(N3C(=O)CCC3=O)ccc2N2CCCCC2)cc1	i	i	i	i	i	i	i	i	i	i	i
CC1=C(C(=O)OCCNC(=O)c2ccccc2O)C(c2ccccc2[N+](=O)[O-])C(C(=O)OCC2CCCO2)=C(C)N1 (stereo not given)	i	i	i	i	i	i	i	i	i	i	i
Cc1cc(N2CCCCC2)nc(SCC(=O)c2ccccc2)n1	i	i	i	i	i	i	i	i	i	i	i
COc1ccc(NC(=O)CSc2nc3[nH]c(=O)[nH]c(=O)c3s2)cc1OC	i	i	i	i	i	i	i	i	i	i	i
S=C(Nc1cccnc1)NC1CCCC1	i	i	i	i	i	i	i	i	i	i	i
CC(C)C[C@H](NC(=O)c1cc2cc(Cl)ccc2n1C)C(=O)N1CCC[C@H]1C(=O)O	i	i	i	i	i	i	i	i	i	i	i
O=C(NNC(=S)Nc1ccc(F)cc1)[C@H]1C[C@@H]1c1ccccc1	i	i	i	i	i	i	i	i	i	i	i
CC(C)(C)C1CCc2c(sc(NC(=O)CSc3nnc(-c4ccccc4)o3)c2C#N)C1 (stereo not given)	i	i	i	i	i	i	i	i	i	i	i
CCC(=O)Nc1ccc2c(c1)Cc1cc(NC(=O)CC)ccc1-2	i	i	i	i	i	i	i	i	i	i	i
Cc1ccc(NC(=O)CN(C)C(=O)Cc2ccc(Cl)cc2Cl)cc1	i	i	i	i	i	i	i	i	i	i	i
Cc1nc(-c2ccc(F)cc2)c(CC(=O)Nc2cccc(S(=O)(=O)N3CCOCC3)c2)s1	i	i	i	i	i	i	i	i	i	i	i
COc1ccc(C(C)NC(=O)c2ccccc2Cl)cc1OC (stereo not given)	i	i	i	i	i	i	i	i	i	i	i
O=C(O)c1ccccc1C(=O)Nc1ccc(S(=O)(=O)NC2CCCCC2)cc1	i	i	i	i	i	i	i	i	i	i	i
Cc1ccc(C)n1-c1ccccc1N	i	i	i	i	i	i	i	/	i	i	i
COc1ccc(CNC(=O)CN(C(=O)c2snc(C(N)=O)c2N)c2ccccc2F)cc1	i	i	i	6.49*	i	i	i	i	i	i	i
COCc1cc(N2CCCC2)nc(-c2ccccc2)n1	i	i	i	i	i	i	i	i	i	i	i
C=C(Cl)COc1cc(C)cc2oc(=O)cc(CC)c12	i	i	i	i	i	i	i	i	i	i	i
O=[N+]([O-])/C=C1/CCCCCN1	i	i	i	i	i	i	i	i	i	i	i
Cc1cccn2c(=O)c3cc(C(=O)NCc4ccco4)c(=N)n(CCc4ccccc4)c3nc12	/	/	/	i	/	/	/	i	i	i	i
COc1ccc(-c2cn(Cc3cccc(OC)c3)nn2)cc1	i	i	i	i	i	i	i	i	i	i	i
Cc1ccc(S(=O)(=O)N2CCCC(C(=O)NCCC3=CCCCC3)C2)cc1 (stereo not given)	i	i	i	i	i	i	i	i	i	i	i
CC(C)c1ccccc1NC(=O)COc1ccc2c(=O)c(Oc3ccc4ccccc4c3)coc2c1	i	i	i	i	i	i	i	/	i	i	i
CCn1cc(Cl)c(C(=O)Nc2nccs2)n1	i	i	i	/	i	i	i	i	/	/	/
Cc1ccc(S(=O)(=O)N2CCOCC2)cc1NC(=O)c1cc(-c2ccccn2)nc2ccccc12	i	i	i	i	i	i	i	i	i	i	i
CC(C)N1C(=O)CCC1C(=O)N1CCN(c2ccccn2)CC1 (stereo not given)	i	i	i	i	i	i	i	i	i	i	i
COc1cc(C2OC(=O)C3C(c4ccc(OC(C)=O)c(OC)c4)OC(=O)C23)ccc1OC(C)=O (stereo not given)	i	i	i	i	i	i	i	i	i	i	i
CC(C)NC(=O)CCCn1cc([N+](=O)[O-])cn1	i	i	i	i	i	i	i	i	i	i	i
O=C(Nc1ccc2nn(-c3ccccc3)nc2c1)c1ccco1	i	i	i	i	i	i	i	i	i	i	i
Cc1cccc(NS(=O)(=O)c2ccc(C(=O)N3CCC3)cc2)c1C	i	i	i	i	i	i	i	i	i	i	i
C#CCOc1ccc(Cl)cc1/C=N/O	i	i	i	i	i	i	i	i	i	i	i
O=[N+]([O-])c1ccc(N/N=C/c2ccc(O)c(O)c2O)c(S(=O)(=O)N2CCOCC2)c1	i	i	i	/	i	i	i	i	/	/	/
Cc1cc(C)nc(SCC(=O)NCc2ccco2)n1	i	i	i	i	i	i	i	i	i	i	i
CCOc1cc(CNc2ccc3c(c2)OCCO3)cc(Br)c1OCC(N)=O	i	i	i	i	i	i	i	i	i	i	i
CCCCN(C)CCCNC(=O)c1cn(CC)c2ccc(S(=O)(=O)N3CCc4ccccc4C3)cc2c1=O	i	-6.87*	i	i	i	i	i	i	i	i	i
O=C(NC1CCCC1)C(c1cccnc1)N(C(=O)c1csnn1)c1ccccc1 (stereo not given)	i	i	i	i	i	i	i	i	i	i	i
Cc1c(C(=O)N2CCOCC2)c(S(=O)(=O)N2CCN(c3ccc(Cl)cc3)CC2)c(C)n1C	i	i	i	i	i	i	i	i	i	i	i
CNC(=S)N(CCCN(C)C)Cc1cc2cc3c(cc2[nH]c1=O)OCCO3	i	i	i	i	i	i	i	i	i	i	i
O=C(CCSc1nnc(-c2ccco2)o1)Nc1ccc(F)cc1	i	i	i	i	i	i	i	i	i	i	i
Cc1ccc(NC(=O)CCNS(=O)(=O)c2ccc(Br)cc2)cc1S(=O)(=O)N1CCOCC1	i	i	i	i	i	i	i	i	i	i	i
Cc1nc(Cl)c(Cl)n1CCOc1ccccc1	i	i	-8*	i	i	i	i	i	i	i	i
CC(C)CCOP(=O)(c1ccc(N(C)C)cc1)C(O)c1ccccc1 (stereo not given)	i	i	i	i	i	i	i	i	i	i	i
CC1CCN(C(=O)COC(=O)[C@H](C)NS(=O)(=O)/C=C/c2ccccc2)CC1	i	i	i	i	i	i	i	i	i	i	i
Clc1ccc(-c2cc3ccccc3[nH]2)cc1	i	i	i	i	i	i	i	i	i	i	i
Cc1ccc(-c2cc(C(=O)Nc3ccncc3)c3ccccc3n2)cc1	i	i	i	i	i	i	i	i	i	-7.63*	i
O=C(CON=C1c2ccccc2-c2ccccc21)NC12CC3CC(CC(C3)C1)C2	i	i	i	i	i	i	i	i	i	i	i
CN(C)S(=O)(=O)c1cccc(-c2nnc(SCC(=O)NCCCCCC(=O)O)n2-c2ccc(F)cc2)c1	i	i	i	i	i	i	i	i	i	i	i
CCOC(=O)C1CCN(C(=O)Nc2cc(Cl)cc(Cl)c2)CC1	i	i	i	i	i	i	i	i	i	i	i
C[n+]1c2n(c3ccccc31)N=C(c1ccc(Br)cc1)CS2	i	i	i	i	i	i	i	i	i	i	i
C=CCCC(=O)N1CCCC(Cc2cccc(Cl)c2)(C(=O)OCC)C1 (stereo not given)	i	i	i	i	i	i	i	i	i	i	i
CCN1C(=O)[C@H]2[C@@H](c3ccc(SC4CCCCC4)c(OC)c3)N[C@@](Cc3ccccc3)(C(=O)OC)[C@H]2C1=O	i	i	i	i	i	i	i	i	i	i	i
COc1ccc(CCNC(=O)CC(Cc2ccc(C)cc2)C(=O)O)cc1OC (stereo not given)	i	i	i	i	i	i	i	i	i	i	i
Clc1ccc(-c2noc(COc3ccccc3)n2)cc1	i	i	i	i	i	i	i	i	i	i	i
CCOC(=O)c1cnc(SCC(=O)NCc2cccs2)nc1N	i	i	i	i	i	i	i	i	i	i	i
COc1ccccc1CNC(=O)C(=O)NCC1OCCN1S(=O)(=O)c1cccs1 (stereo not given)	i	i	i	i	i	i	i	i	i	i	i
Cc1cc(Cl)ccc1NC(=S)NCCC(c1ccccc1)c1ccccc1	i	i	i	i	i	i	i	i	i	i	i
Later entries:
SMILES	TRPC4 act	TRPC6 inhibitor	TRPC4 inh	MrgX1 PAM	TRPC4 potent	RGS4 block	TRPC6 act	TMEM16A act	MrgX1 agonist	MrgX1 antagonist	TMEM16A inh
CN1CCN(c2nc(-c3ccc(Cl)s3)cs2)CC1	i	i	i	i	i	i	i	i	i	i	i
Cc1cc(C)cc(NC(=O)c2oc3ccccc3c2COc2ccccc2)c1	i	i	i	i	i	i	i	i	i	i	i
Cc1ccc(C)c(N(CC(=O)NCc2ccco2)C(=O)CCC(=O)Nc2nccs2)c1	i	i	i	i	i	i	i	i	i	i	i
Cn1cccc1C(=O)NCCc1ccc(Cl)cc1	i	i	i	i	i	i	i	i	i	i	i
CCc1ccccc1NC(=O)CSc1ccsc1[N+](=O)[O-]	i	i	i	i	i	i	i	i	i	i	i
CC[C@H]1CC2CN3CCc4c([nH]c5c([C@H]6C[C@H]7[C@H](CC)CN(C)[C@@H](Cc8c6[nH]c6ccccc86)[C@H]7C(=O)OC)c(OC)ccc45)C(C(=O)OC)(C2)C13	i	i	i	i	i	8.78*	i	/	i	i	i
CCN(CC(=O)Nc1ccccc1OC)C(=O)c1ccc(N(C)S(=O)(=O)c2ccc(C)cc2)cc1	i	i	i	i	i	i	i	i	i	i	i
CC(=O)[C@H]1CC[C@H]2[C@@H]3CCC4=CC(=O)CC[C@]4(C)[C@H]3[C@H](O)C[C@]12C	i	i	i	i	i	i	i	i	i	i	i
O=C(CCC(=O)N1CCc2ccccc21)Nc1ccccc1	i	i	i	i	i	i	i	i	i	i	i

This is a random part of the collection; any-hit rate near 5.8%.
